# Source: PubChem
# SUMO Mot1 rescue = blocks SUMOylation pathway, rescuing yeast Mot1-301 growth; S. cerevisiae Mot1-301 growth rescue, ATP luminescence, 38.5C; percent above DMSO median, 100 means doubled; AID 2716; 320,000 compounds, 1% hits; growth rescue, % at 18.8 µM;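 active = every valid replicate shows activation above 250% relative to neutral control wells; inactive = the rest, any valid replicate at or below 250%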;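 also: OY570 slx delta 5 strain wells were the positive control but not used for scaling; some compounds called inactive have numbers as strong as hits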
# HTR5A inv ag = inverse agonist of human HTR5A in OPRM1-OPRD1 counter-screen. P47898. HTR5A cell line, luminescence, inverse agonism. inhibition, % at 9.3 µM. 340,000 compounds, 0.083% hits. AID 504634; in the data active = inhibition mostly above about 23%, no sharp cut-off; inactive = mostly below about 18%;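 also: 0% = cells with DMSO and 100% = no-cell wells with DMSO; some compounds called inactive have numbers as strong as hits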
# AddAB inh = less growth of phage-infected E. coli with AddAB; E. coli expressing H. pylori AddAB, absorbance growth; inhibition, % at 11.9 µM; 330,000 compounds, 0.29% hits; AID 435030; in the data active = inhibition above about 12%;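 also: 0% = vehicle wells of infected cells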
# PfHsp90 yeast 2 = inhibits growth of yeast expressing Plasmodium falciparum Hsp90; S. cerevisiae expressing PfHsp90, BacTiter-Glo ATP, 48 h; yeast lacking PDR1 and PDR3 efflux regulators; inhibition, % at 9.4 µM; 310,000 compounds, 0.32% hits;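 active = every replicate shows inhibition above about 80%, whatever the replicate mean, limit read from the data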;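 also: 0% = DMSO neutral controls and 100% = 20 µM radicicol positive controls; yeast relying on Plasmodium falciparum Hsp90 in place of its own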
# Ecoli viability = reduces bacterial viability in AddAB counter-screen. E. coli V3065 growth, OD600 absorbance, 18 h. inhibition, % at 11.9 µM. 330,000 compounds, 0.27% hits;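 active = inhibition above the campaign's mean inhibition across all tested compounds plus 3 SD, cut at about 9.9% in these data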;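 also: uninfected addAB+ strain grown without phage in ampicillin broth; 0% = DMSO wells and 100% = ciprofloxacin 0.95 µg/ml wells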
# OPRM1-OPRD1 ag = OPRM1-OPRD1 heterodimerization agonism | 340,000 compounds, 0.3% hits | P35372+P41143 | cells, luminescence | activation, % at 9.3 µM | AID 504326; in the data active = activation above about 18%;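 also: 0% = vehicle-treated cells and 100% = reference agonist; values of inactives mirror those of a sister screen read the other way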
# PKA-R1A activ = activators of PKA-R1A complex; PKA-R1A dissociation, Cy5-IP20 fluorescence polarization; scaled: DMSO 0%, 113 µM cGMP 100%; activation, % at 11.4 µM; 340,000 compounds, 0.083% hits; AID 504707;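 active = percent activation above the mean of all tested compounds plus 3 SD, cut at about 19% in these data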;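 also: higher means more PKAc released from R1A so a rise in polarization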
# phage Ecoli inh = E. coli growth loss with phage present. inhibition, % at 11.9 µM. growth absorbance. 360,000 compounds, 0.26% hits; in the data active = inhibition above about 11%
# OPRM1-OPRD1 inv = inverse agonists of human mu-delta opioid receptor heterodimerization | P35372+P41143 | inhibition, % at 9.3 µM | AID 504357 | cell-based MOR-DOR heterodimer luminescence, inverse agonism | 340,000 compounds, 0.21% hits; in the data active = inhibition above about 22%, passing the limit was not always enough;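 also: 0% = cells with DMSO and 100% = wells without cells with DMSO; values of inactives mirror those of a sister screen read the other way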
# Pemphigus Ab inh = human desmoglein-3 autoantibody binding inhibition; P32926; DSG3-coupled beads, scFv-anti-DSG3-GFP binding, flow cytometry; hits give low values; binding (percent of control), % at 10 µM; 310,000 compounds, 0.48% hits; AID 588358;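 active = binding more than 3 SD below its plate's average and above zero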;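 also: hits lower antibody fragment binding to DSG3; some compounds called inactive have numbers as strong as hits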
# Target sequence (P32926 whole entry, looked up, the tested form may be a part): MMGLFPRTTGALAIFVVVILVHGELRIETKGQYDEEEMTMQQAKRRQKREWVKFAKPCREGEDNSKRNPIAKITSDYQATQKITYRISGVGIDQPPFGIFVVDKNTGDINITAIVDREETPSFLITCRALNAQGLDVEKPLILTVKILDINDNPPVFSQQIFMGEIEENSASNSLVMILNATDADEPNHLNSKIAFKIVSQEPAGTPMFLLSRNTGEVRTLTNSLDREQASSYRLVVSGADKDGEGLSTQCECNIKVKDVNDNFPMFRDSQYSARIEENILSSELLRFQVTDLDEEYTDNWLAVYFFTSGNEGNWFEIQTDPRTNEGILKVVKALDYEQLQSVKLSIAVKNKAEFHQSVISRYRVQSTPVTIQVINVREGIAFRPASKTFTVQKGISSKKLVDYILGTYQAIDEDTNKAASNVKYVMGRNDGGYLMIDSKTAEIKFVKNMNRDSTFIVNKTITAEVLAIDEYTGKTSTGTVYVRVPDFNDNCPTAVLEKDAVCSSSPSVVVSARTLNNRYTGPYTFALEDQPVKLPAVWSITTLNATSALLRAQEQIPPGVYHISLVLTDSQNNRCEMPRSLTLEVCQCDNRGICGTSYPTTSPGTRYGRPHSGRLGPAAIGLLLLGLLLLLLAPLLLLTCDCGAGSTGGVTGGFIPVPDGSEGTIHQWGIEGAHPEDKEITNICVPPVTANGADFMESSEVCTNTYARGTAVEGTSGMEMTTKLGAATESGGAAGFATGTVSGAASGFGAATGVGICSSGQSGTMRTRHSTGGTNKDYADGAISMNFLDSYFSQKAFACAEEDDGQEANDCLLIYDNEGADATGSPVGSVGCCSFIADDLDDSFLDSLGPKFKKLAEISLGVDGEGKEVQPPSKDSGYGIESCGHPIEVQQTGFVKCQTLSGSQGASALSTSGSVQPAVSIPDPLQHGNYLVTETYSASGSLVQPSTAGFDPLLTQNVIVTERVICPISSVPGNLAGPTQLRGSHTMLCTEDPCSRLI
# HTR5A ag = HTR5A agonism, opioid heterodimer counter-screen; P47898; HTR5A agonist assay, luminescence, cell-based; activation, % at 9.3 µM; 340,000 compounds, 0.61% hits; AID 504692; in the data active = activation mostly above about 9.5%, no sharp cut-off; inactive = mostly below about 7.6%;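 also: 0% = cells with vehicle only and 100% = reference agonist; strong numbers were not always called active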
# Starred values were filed as active, the others as inactive; i = inactive; x = no result given. Outcome played no part in choosing rows. Share with any hit: about 3.2%.
SMILES,SUMO Mot1 rescue,HTR5A inv ag,AddAB inh,PfHsp90 yeast 2,Ecoli viability,OPRM1-OPRD1 ag,PKA-R1A activ,phage Ecoli inh,OPRM1-OPRD1 inv,Pemphigus Ab inh,HTR5A ag
Cc1cc(C)nc(SCC(=O)N/N=C/c2cccnc2)n1,40.5,7.1,x,15.2,x,0.8,-10.1,-2.1,-3.4,103.1,-2.8
CCn1c2ccc(F)cc2c2nnc(SCCN3CCCCC3)nc21,419.5,1.5,x,3.6,x,-2.8,-1.6,1.4,12.5,95.1,-0.4
COc1ccc(OC)c(NC(=O)Nc2c(O)ccc3ccccc23)c1,-10.1,12.0,-2.1,17.8,-1.6,3.5,-2.7,-1.6,-17.7,97.2,2.6
CCS(=O)(=O)Nc1cccc(-c2nc3cccnc3s2)c1,14.4,-6.9,1.3,-9.4,1.4,1.1,-15.5,2.1,-6.0,99.9,2.2
COc1cccc(C(=O)Nc2c3c(nn2-c2ccc(Cl)cc2)CS(=O)(=O)C3)c1OC,22.1,16.8,1.8,-37.5,0.7,-0.4,-16.1,0.6,2.0,103.6,1.0
CC1(C)CC(=O)C(C=NC(CCC(N)=O)C(=O)O)=C(O)C1 (centres undefined),-8.8,4.2,1.5,5.9,1.7,-1.5,6.0,0.1,8.8,115.3,1.4
CCCCC(=O)Nc1cc(C)c2c(=O)oc3ccccc3c2n1,3.4,-6.2,2.5,-19.8,-1.6,1.0,-9.4,2.7,-4.2,115.5,-0.1
CC(=O)Nc1ccc(C(=O)OCC(=O)Nc2ccccc2Sc2ccccc2)cc1,247.9,2.2,2.3,10.2,0.1,-1.1,0.1,2.3,5.6,122.6,-0.4
O=C(O)CCCn1cc(NC(=O)c2c(F)cccc2F)cn1,-23.9,-1.9,4.1,15.1,1.2,-0.6,-7.2,2.8,3.7,94.3,0.7
Cc1c(N=C2SCC(=O)N2/N=C\c2ccc(Br)cc2)c(=O)n(-c2ccccc2)n1C,2.6,-8.2,0.8,-21.9,-0.7,-0.4,-3.6,2.8,2.8,105.0,3.1
O=C(Cn1c(=O)n(Cc2ccco2)c(=O)c2cc(Cl)ccc21)NCC1CCCO1 (centres undefined),-6.7,-10.3,3.2,14.8,-1.5,-1.5,-7.0,3.7,6.2,107.0,2.0
O=S(=O)(c1ccc(NC(=S)NC2CC2)cc1)N1CCOCC1,445.8,-8.0,0.6,3.3,-3.2,-0.6,2.6,3.5,3.1,152.0,2.8
Cc1cc(C)c2c(CN3CCN(Cc4ccccc4)CC3)cc(=O)oc2c1,-23.9,-7.8,x,3.1,x,2.6,-3.7,0.0,-12.6,105.2,2.1
CC(=O)NC1(c2nnnn2CCOC(=O)Nc2ccc(Cl)cc2)CCCC1,5.6,-6.5,1.4,-8.6,0.9,1.2,-6.3,2.1,-6.4,109.0,-2.1
CN1CCN(c2ncc(CN3C(=O)c4ccccc4C3=O)s2)CC1,-9.8,7.8,-0.3,x,1.0,-0.7,-4.1,2.7,3.2,119.8,-2.8
CCOc1ccc(CCNC(=O)C2CCN(c3nnc(-n4cccc4)s3)CC2)cc1,-19.0,-18.0,1.5,-6.3,-0.5,0.6,9.8,2.1,-3.3,94.4,7.0
CCOC(=O)C(C)n1nc(-c2ccccc2)c2ccccc2c1=O (centres undefined),-5.8,3.4,0.3,16.5,-0.4,-0.6,-2.4,2.3,2.8,97.0,-1.4
N#CC1=C(N)Oc2cc(N)ccc2C1C1CCCCC1 (centres undefined),11.9,4.4,1.7,-13.9,3.1,0.7,-5.7,4.3,-4.1,x,2.8
CCOc1ccc(CCNC(=O)CS(=O)Cc2nc(-c3ccc(C)cc3)oc2C)cc1 (centres undefined),-18.1,1.4,-0.3,-10.0,-1.7,2.5,-7.3,-0.9,-12.8,x,-0.4
CC(C)(C#N)C(C)(C)c1nn[nH]n1,-0.8,12.6,0.2,-51.3,-0.3,-0.2,12.3,4.1,1.4,108.9,3.7
CCCC(c1nnnn1C(C)(C)C)N1CCN(c2ccccc2)CC1 (centres undefined),18.5,-2.1,-0.9,-15.5,0.7,-2.5,-7.8,5.3,12.3,105.5,1.8
CCOc1ccc(CCNC(=O)COC(=O)c2nc3nc(C)cc(C)n3n2)cc1OCC,-5.3,-21.3,5.8,38.8,2.1,-4.8,-7.3,1.7,24.4,93.2,3.5
O=c1c2c3nc4ccccc4nc3n(/N=C/c3ccccn3)c2ncn1-c1ccccc1,-2.2,-8.2,3.4,9.3,2.8,-4.0,-5.8,4.7,20.4,81.8,-3.8
Cc1cc(C)cc(NC(=O)c2ccc(NC(=O)c3ccco3)cc2)c1,12.2,-7.7,7.5,9.6,1.4,-1.3,-7.1,2.3,7.1,x,-2.5
O=C(Nc1ccc(-c2nc3ccccc3o2)c(O)c1)c1cc(-n2cnnc2)ccc1Cl,7.3,0.7,0.0,13.4,-4.0,1.9,-15.5,1.8,-9.6,102.8,11.9
O=C(CSc1cccc[n+]1[O-])Nc1ccc(Br)cc1Br,1.8,-8.8,2.0,-6.5,1.4,-1.4,-10.7,4.2,7.2,130.1,2.1
Nc1nc(CCl)nc(N(c2ccccc2)c2ccccc2)n1,-7.0,x,4.0,x,-0.8,x,x,3.5,x,102.5,x
N#CC1=C(N)n2c(s/c(=C\c3cccs3)c2=O)=C(C#N)C1c1cccs1 (centres undefined),9.0,15.3,1.9,-16.4,-0.8,0.6,2.0,2.0,-3.9,101.7,4.8
Cc1ccc(NC(=O)CCN2CCC(C)CC2)cc1,-6.5,3.5,6.0,15.6,-2.4,0.8,-7.7,1.6,-3.7,115.3,-1.0
O=C(Nc1cc(C(F)(F)F)ccc1-n1cncn1)c1ccc(Cl)cc1,8.9,-6.8,4.0,13.1,0.1,-2.3,0.9,2.0,14.0,x,-2.2
O=C(NC1CC1)c1ccc2c(c1)N(Cc1ccccc1)CCS2,-2.2,2.5,3.7,-16.5,-1.7,0.4,6.2,2.5,-1.9,93.0,-0.6
COc1cc(N/C(N)=N/c2nc(C)cc(C)n2)cc(OC)c1,-8.0,12.2,1.9,2.7,-1.4,-4.2,-8.2,3.9,19.7,100.3,-3.3
Cc1ccc2nc(CCc3ccc(N)cc3)[nH]c2c1,-6.0,-25.1,3.0,-3.3,-0.2,-2.2,-0.2,1.4,11.4,110.8,2.6
S=C(Nc1cccc(Cl)c1)N1CCN(Cc2ccccc2)CC1,48.2,-2.5,4.6,-3.7,1.3,0.2,0.8,2.5,-1.2,103.2,1.0
Cc1ccc(N/N=C(\C#N)C(=N)N2CCCCC2)cc1,5.6,-4.4,5.0,4.2,1.5,-3.4,-10.6,7.8,17.8,106.2,-5.8
C(=N\N1CCN(c2ccccn2)CC1)/c1ccccn1,-5.0,-13.7,3.6,-17.3,1.8,-3.1,-12.0,0.7,15.1,x,-0.9
C=CCn1c(SCC(=O)NC2CCCCC2)nnc1-c1sc(N)nc1C,-6.7,-11.7,-1.1,-9.9,-1.3,-2.1,-6.3,0.6,12.4,102.9,2.4
CCn1c(SCC(=O)N2CCOCC2)nc(O)cc1=O,-17.3,3.9,-0.6,-15.7,-1.1,-3.7,-13.1,1.6,19.0,91.5,-1.4
O=C(Cn1nnc(-c2ccccc2NC(=O)C2CC2)n1)NC1CCCCC1,22.7,1.6,0.6,4.3,-0.2,-0.8,5.7,1.9,4.2,82.5,-0.6
CC(=O)C1C(c2cccc(Oc3ccccc3)c2)NC(=O)NC1(O)C(F)(F)F (centres undefined),55.1,-5.1,3.6,-30.2,-0.9,-0.8,6.1,1.8,4.2,97.0,2.0

# Reformatted with tabs: entries from further up
smiles	SUMO Mot1 rescue	HTR5A inv ag	AddAB inh	PfHsp90 yeast 2	Ecoli viability	OPRM1-OPRD1 ag	PKA-R1A activ	phage Ecoli inh	OPRM1-OPRD1 inv	Pemphigus Ab inh	HTR5A ag
C(=N\N1CCN(c2ccccn2)CC1)/c1ccccn1	-5.0	-13.7	3.6	-17.3	1.8	-3.1	-12.0	0.7	15.1	x	-0.9
C=CCn1c(SCC(=O)NC2CCCCC2)nnc1-c1sc(N)nc1C	-6.7	-11.7	-1.1	-9.9	-1.3	-2.1	-6.3	0.6	12.4	102.9	2.4
CCn1c(SCC(=O)N2CCOCC2)nc(O)cc1=O	-17.3	3.9	-0.6	-15.7	-1.1	-3.7	-13.1	1.6	19.0	91.5	-1.4
O=C(Cn1nnc(-c2ccccc2NC(=O)C2CC2)n1)NC1CCCCC1	22.7	1.6	0.6	4.3	-0.2	-0.8	5.7	1.9	4.2	82.5	-0.6

# (continued)
SMILES,SUMO Mot1 rescue,HTR5A inv ag,AddAB inh,PfHsp90 yeast 2,Ecoli viability,OPRM1-OPRD1 ag,PKA-R1A activ,phage Ecoli inh,OPRM1-OPRD1 inv,Pemphigus Ab inh,HTR5A ag
COc1ccc(C(C(=O)NC2CCCC2)N(C(=O)c2snc(-c3ccc(F)cc3)c2N)c2ccccc2)cc1 (centres undefined),-14.8,-8.7,1.0,-27.5,1.5,-0.2,4.8,0.1,0.9,97.0,3.4
CCOc1ccc(N(C)S(=O)(=O)c2c[nH]c(C(=O)OC)c2)cc1,-5.2,15.8,5.1,17.7,2.2,-2.2,3.4,1.7,11.5,x,-4.2
Cc1cccc(C2CC(c3ccccc3)Nc3ncnn32)c1 (centres undefined),12.0,6.0,0.3,x,-3.8,-2.5,2.7,-0.5,12.8,102.1,-2.2
CCO[C@@H]1OC(C(=O)NCc2ccccc2)=C[C@H](C)[C@H]1CCCO,-5.1,16.3,1.0,x,0.9,-1.6,3.4,3.9,9.0,110.5,4.2
CCC(C(=O)Nc1cc(C)nn1-c1nc(C)cc(C)n1)c1ccccc1 (centres undefined),1.4,-28.4,-2.5,9.4,-1.9,-2.8,1.0,-2.5,15.5,74.8,1.4
O=C(CC1CCCC1)N1CCN(S(=O)(=O)c2ccccc2)CC1,-3.4,-0.9,1.2,-15.6,-1.8,-1.9,-3.9,2.5,9.8,i,0.3
COc1ccc(OC)c(NC(=O)C2CCCN(S(=O)(=O)c3cccc4nsnc34)C2)c1 (centres undefined),16.2,-5.8,1.7,6.0,-0.4,-2.2,1.4,1.4,13.2,96.1,-1.4
O=C(Nc1cccc(F)c1)NC1CC2CCCC(C1)N2C1CC1 (centres undefined),-25.3,-0.8,3.1,-8.3,1.7,-1.2,-3.2,3.6,6.4,101.9,6.5
